Bioassay records from PubChem.
PfGluPho inh = PfG6PD enzyme inhibitors, primary screen, biochemical, fluorescence intensity, uHTS | glucose-6-phosphate dehydrogenase-6-phosphogluconolactonase (Plasmodium falciparum 3D7) | PfGluPho enzyme, NADPH resazurin-diaphorase fluorescence | actives 0.78% (n = 350,000) | inhibition, % at 20 µM;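 active = inhibition reaching at least a set limit at 20 µM in the primary screen, cut at about 59% in these data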;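 also: 0% = DMSO wells with substrate and 100% = DMSO wells lacking glucose-6-phosphate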
SENP7 inh = SENP7 protease inhibitors, primary screen, biochemical, luminescence, uHTS. Sentrin-specific protease 7 (Homo sapiens), Q9BQF6. recombinant SENP7, Z-RLRGG-aminoluciferin luminescence, 40 min. inhibition, % at 5 µM. actives 1.5% (n = 330,000). AID 434973, 2010;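 active = inhibition above about 50% at the single test dose, limit read from the data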;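 also: plate controls were DMSO with enzyme for no effect and no enzyme buffer wells for full effect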
HKDC1 inhibitor = HKDC1 hexokinase inhibitors, primary screen, biochemical, fluorescence, uHTS; Q2TB90; recombinant HKDC1, G6PDH/diaphorase resazurin coupled fluorescence; inhibition, % at 20 µM; actives 0.16% (n = 340,000);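 active = inhibition above about 35% when tested at 20 µM, limit read from the data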;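 also: plate controls were DMSO wells with enzyme for no effect and DMSO wells lacking enzyme for full effect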
Target sequence (Q2TB90 whole entry, looked up): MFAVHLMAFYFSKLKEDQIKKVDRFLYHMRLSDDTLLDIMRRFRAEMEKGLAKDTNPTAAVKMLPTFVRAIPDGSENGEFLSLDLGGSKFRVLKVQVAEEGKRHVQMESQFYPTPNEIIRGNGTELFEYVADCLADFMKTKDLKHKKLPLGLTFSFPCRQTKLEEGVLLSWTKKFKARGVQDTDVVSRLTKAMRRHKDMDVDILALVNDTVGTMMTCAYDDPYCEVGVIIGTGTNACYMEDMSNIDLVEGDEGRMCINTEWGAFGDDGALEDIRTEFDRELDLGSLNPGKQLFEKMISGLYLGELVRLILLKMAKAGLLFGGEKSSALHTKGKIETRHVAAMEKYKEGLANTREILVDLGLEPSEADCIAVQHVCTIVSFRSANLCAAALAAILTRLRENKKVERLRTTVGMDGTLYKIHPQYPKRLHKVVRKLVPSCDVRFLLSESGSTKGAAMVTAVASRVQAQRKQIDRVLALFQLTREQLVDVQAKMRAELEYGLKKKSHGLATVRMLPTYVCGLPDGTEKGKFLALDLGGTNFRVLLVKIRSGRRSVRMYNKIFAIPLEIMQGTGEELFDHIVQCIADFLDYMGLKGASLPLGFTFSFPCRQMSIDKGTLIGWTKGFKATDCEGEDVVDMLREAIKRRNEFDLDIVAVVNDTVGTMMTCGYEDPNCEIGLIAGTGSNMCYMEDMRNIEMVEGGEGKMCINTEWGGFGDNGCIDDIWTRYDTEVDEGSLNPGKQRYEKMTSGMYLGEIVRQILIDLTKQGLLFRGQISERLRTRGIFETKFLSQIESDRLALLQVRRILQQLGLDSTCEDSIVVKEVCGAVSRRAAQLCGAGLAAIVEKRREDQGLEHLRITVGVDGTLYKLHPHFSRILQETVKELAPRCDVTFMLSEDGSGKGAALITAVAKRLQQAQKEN
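Material – in-house recombinant HK5 (HKDC1) enzyme · Quantity – HKDC1 at 5 µg/mL · Buffer or medium – pH 8.0 Tris buffer with 10 mM MgCl2 · Reagent – glucose with 1 mM ATP · Dosing – single 20 µM dose · Times – reaction time 90 min, room temperature, protected from light · Technique – resorufin fluorescence at 613 nm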
MPTP inh = mitochondrial permeability transition pore inhibitors, primary screen, biochemical, isolated mouse mitochondria, absorbance | Ca2+ swelling absorbance, 30 min | inhibition, % at 10 µM | actives 1.4% (n = 360,000) | AID 602449, 2012;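 active = inhibition of 50% or more, scaled per plate between neutral and stimulator controls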;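 also: 0% = DMSO wells given calcium and 100% = 1 mM EGTA wells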
NR3A LBD binder = binders of NR3A ligand-binding domain, primary screen, biophysical, differential scanning fluorimetry, uHTS; NR3A LBD differential scanning fluorimetry, Tm shift; 0% = protein alone, 100% = glycine-bound protein; Tm shift relative to glycine control, % at 25 µM; actives 2.5% (n = 340,000); AID 1259313, 2017;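 active = melting temperature shift of at least 10% of the positive control shift, at one fixed dose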
SENP8 inh = human SENP8 protease inhibitors, primary screen, biochemical, fluorescence, Nedd8 protein substrate, uHTS; AID 602440, 2012; Sentrin-specific protease 8 (Homo sapiens), Q96LD8; recombinant SENP8; inhibition, % at 20 µM; actives 0.64% (n = 360,000); in the data active = inhibition mostly above about 40%, no sharp cut-off; inactive = mostly below about 27%
ATG4B inh = ATG4B protease inhibitors, primary screen, biochemical, fluorescence, uHTS. ATG4B cleavage of LC3-PLA2, NBD-HPC fluorescence, 1 h. inhibition, % at 8.33 µM. actives 0.51% (n = 340,000); in the data active = inhibition above about 40%
SENP6 block = SENP6 protease inhibitors, primary screen, biochemical, luminescence, uHTS; AID 2599, 2010; Recombinant SENP6 catalytic domain, aminoluciferin luminescence; actives 1.8% (n = 330,000); inhibition, % at 10 µM; Sentrin-specific protease 6 (Homo sapiens), Q9GZR1;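 active = inhibition above about 50% at the single tested dose, limit read from the data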;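 also: plate controls were DMSO wells with enzyme for no effect and DMSO wells lacking enzyme for full effect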
An asterisk follows results filed as active; i = inactive; / = no result given; & = joins results of further samples.

SMILES	PfGluPho inh	SENP7 inh	HKDC1 inhibitor	MPTP inh	NR3A LBD binder	SENP8 inh	ATG4B inh	SENP6 block
CCN(CC)c1ccc(/C=C2\CCC(/C=N/NC(=O)c3ccc(=O)n(C)c3)=C2N2CCOCC2)cc1	5.2	1.0	-4.9	3.4	-4.3	-31.3	-13.1	-1.6
Cc1cccc(NC(=O)c2cc3c(n(-c4ccccc4)c2=O)CCCC3=O)n1	-21.4	/	-5.1	-3.1	0.1	22.1	-8.6	/
CCCCNC(=O)C1c2cc(OC)c(OC)cc2C(=O)N(C)C1c1ccc(OC)cc1 (centres undefined)	2.9	-4.0	-4.8	-0.3	0.3	-0.8	-3.0	-13.2
CCCCNC(=O)COC(=O)c1cc(S(=O)(=O)N2CCCCCC2)ccc1OC	-5.7	9.6	-0.1	0.5	0.3	3.7	-9.9	-7.0
Cc1c(Cl)cccc1NC(CC(=O)c1ccccc1)C(=O)OCC(=O)c1cccs1 (centres undefined)	18.1	6.4	-0.2	-1.0	-16.3	1.6	-0.5	19.4
CCOC(=O)CC1C(=O)NCCN1S(=O)(=O)c1ccc(C)cc1 (centres undefined)	-13.5	7.4	-4.0	-0.6	-0.4	7.9	3.8	-2.0
COC(CNC(=O)c1c[nH]c2ccc(S(=O)(=O)N3CCOCC3)cc2c1=O)OC	-14.4	-0.9	-1.0	-0.7	-0.2	-178.3	3.2	-8.5
O=C(CCCCCNC(=O)N1CCn2c1nc1ccccc12)NCc1ccc(F)cc1	-7.0	3.7	-2.0	-0.7	3.4	-1.8	-5.0	6.9
COc1cc(C(=O)OC(C)C(=O)NC2CCCCC2C)c([N+](=O)[O-])cc1OC (centres undefined)	-13.4	-12.0	2.1	0.5	-1.1	-11.4	-1.8	-15.2
O=C1C2CCCN2C(c2ccc(F)cc2)N1c1cccc(Cl)c1 (centres undefined)	-17.3	-0.7	0.7	0.4	0.5	2.5	-0.6	-1.3
O=c1c(OC2OC(CO)C(O)C(O)C2OC2OC(CO)C(O)C(O)C2OC2OC(CO)C(O)C(O)C2O)c(-c2ccc(O)c(O)c2)oc2cc(O)cc(O)c12 (centres undefined)	-8.8	-2.2	-2.3	-2.3	-0.5	15.7	-22.9	-4.0
COc1ccc(OCC(=O)Nc2ccc(S(=O)(=O)N3CCCCC3)cc2)cc1	5.3	2.9	-2.8	-0.2	-2.3	7.9	-5.5	-18.5
Clc1ccc(C(CCN2CCCC2)Cc2ccccc2)cc1 (centres undefined)	2.9	1.5	-0.3	-0.7	0.6	3.8	4.4	5.3
O=C1CC(N(O)c2ccccc2)C(=O)N1Cc1ccccc1 (centres undefined)	30.7	7.1	3.6	2.1	-2.1	26.2	-6.5	-8.6
Cc1ccc(CCNS(=O)(=O)c2ccc3c(c2)N(C)CCO3)cc1	18.7	-0.8	8.0	-1.1	2.0	-5.2	25.2	3.6
CCCOc1ccc(N2CC(C(=O)NC3=NCCS3)CC2=O)cc1 (centres undefined)	14.5	5.9	-1.5	-0.6	-1.1	9.5	-11.0	-3.7
C#CCOCCOCCOCCNc1nc(N2CCN(C(=O)[C@H]([C@@H](C)CC)n3cc(CCCN=C(N)N)nn3)CC2)nc(N2CCN(C(=O)[C@H](CCCCN)n3cc(CCC(=O)O)nn3)CC2)n1	-23.7	-10.0	-2.5	0.6	-0.6	16.6	1.8	2.2
CC1(C)OC(=O)C(=CNc2ccccc2)C(=O)O1	-2.6	0.9	-6.1	-0.7	0.6	13.5	1.4	2.8
Cc1ccc(C(=O)N2CCN(C3CCCCC3)CC2)s1	-10.3	-8.8	-6.8	-0.6	-1.6	14.3	4.7	-19.2
O=C(Nc1ccc(F)cc1)c1ccc(=O)[nH]n1	10.2	-7.9	-0.6	-0.4	-0.4	16.5	3.1	-17.2
Cc1ccc(/C=N/N=C2/NC(=O)C(CC(=O)Nc3ccc(Cl)cc3)S2)o1 (centres undefined)	-6.5	0.5	-5.5	2.3	-1.9	9.5	28.9	2.8
COc1ccc(Cc2nnc(NC(=O)Cn3cnc4c3c(=O)n(C)c(=O)n4C)s2)cc1	4.6	-2.9	-0.4	0.9	-2.1	16.3	-16.8	1.1
COC(=O)c1ccc(/C=C2/SC(=S)N(CCC(=O)NCCCN3CCOCC3)C2=O)cc1	11.5	0.5	-6.9	18.8	1.0	7.4	-2.2	-10.5
Nc1c2c(nc3ccccc13)N(C1CCCCC1)CC2	9.4	4.5	4.8	-1.0	0.7	i	-7.2	-9.2
COCc1cc(C)nc(SCC[N+](C)(C)CC(=O)c2ccccc2)c1C#N	-2.8	-4.7	-6.1	-0.6	-0.6	1.1	-5.7	4.1
CCOC(=O)CNC(=S)N(Cc1ccco1)Cc1ccccc1Cl	20.4	-5.7	-0.9	-0.3	2.7	6.2	-8.2	3.9
O=c1c([N+](=O)[O-])cccn1Cc1cccc(Br)c1	13.4	2.9	-8.2	-1.5	-0.4	13.0	0.1	-1.4
CC(=O)NC(c1ccc(C)cc1)c1cc([N+](=O)[O-])c2cccnc2c1O (centres undefined)	27.1	7.8	19.9	-17.9	-9.4	41.9*	-10.2	16.9
COC(=O)c1c(NC(=O)CCCC(=O)O)sc(C)c1C	-29.4	-2.6	-11.0	-0.3	-2.5	-43.4	-8.2	3.0
COc1cccc(/C=C2\SC(=N)N(c3ccc(F)cc3)C2=O)c1	-2.0	2.9	-4.0	-2.7	-4.5	-10.1	-3.1	-1.5
O=c1cc(OCc2ccccc2)cc[nH]1	7.0	-4.1	-3.6	-0.1	2.3	6.2	-1.5	-13.0
Cn1c(CN2CCCC2)nc2cc(NC(=O)C3CCCCC3)ccc21	-7.1	2.3	9.2	-2.6	-1.1	-47.7	-0.6	-14.2
CCOc1ccc2[nH]c3c(N4CCC5(CC4)OCCO5)ncnc3c2c1	20.6	-4.5	4.5	/	0.9	/	-3.7	-13.8
C=CCNC(=O)CN1CCC(n2c(C)nc3cc(C(F)(F)F)ccc32)CC1	-8.2	6.4	-1.7	0.2	2.4	9.6	-4.8	-6.2
CC(=O)Nc1ccccc1NC(=O)C/C(C)=N/NC(=O)Cc1cccc2ccccc12	3.6	-3.3	-4.4	-1.8	-1.0	2.4	-1.6	1.9
O=c1cc(SCc2ccc(Cl)cc2Cl)nc[nH]1	-16.6	/	-2.2	0.6	-3.8	6.6	5.8	/
COc1cc(C(=O)Nc2ccc(N3CCN(C(=O)c4ccc(C)cc4)CC3)cc2)cc(OC)c1OC	-0.2	-8.1	2.6	-0.5	-0.6	2.8	-9.1	3.1
CCOc1ccc(C(=O)Cc2cc(OC)c(OC)cc2[N+](=O)[O-])cc1	26.2	2.7	-5.3	1.8	/	17.2	-6.8	12.6
Cc1cc(SCc2ccccc2)nc(=O)[nH]1	-3.7	-5.6	-1.8	-0.3	0.5	18.1	-0.8	-14.1
CN(CC(=O)NCCCN1CCOCC1)S(=O)(=O)c1ccc(Cl)cc1	-9.5	-1.0	-2.1	0.8	0.5	0.5	-3.4	11.4
C[C@H]1CN=C2N(CCNC(=O)CCC3CCCCC3)[C@H](Cc3ccc(O)cc3)CN21	1.9	-6.3	-5.8	-2.4	0.2	10.9	0.8	-3.7
CSc1nnc(NC(=O)c2nc(S(=O)(=O)Cc3ccc(C)cc3)ncc2Cl)s1	-25.3	-7.4	9.0	-0.1	-3.5	2.5	4.8	3.0
COc1ccccc1CNC(=O)CCS(=O)(=O)c1ccc2c(c1)CCCN2C(C)=O	0.2	2.4	-2.8	0.1	0.4	23.1	-9.2	-7.9
CCOC(=O)/C(C#N)=C/c1c(N2CCN(Cc3ccc4c(c3)OCO4)CC2)nc2c(C)cccn2c1=O	1.7	-2.5	-7.5	3.8	-2.5	-152.8	27.6	-8.5
CC(C)c1ccc(OCC(=O)NC2CCCC2)cc1	16.7	2.7	2.1	-0.2	-0.3	-1.6	-3.9	-1.5
N/C(=N\OC(=O)/C=C/c1ccccc1)c1ccc(Br)cc1	-0.8	9.1	-11.8	-0.4	9.5	20.6	5.7	-13.1
COc1cccc(F)c1C(=O)NC(=O)Nc1ccc2nc(C)oc2c1	22.6	1.5	12.1	2.4	-1.0	23.7	0.0	13.8
Cc1nn(-c2ccccc2)c(C)c1NC(=O)COC(=O)[C@@H](NC(=O)c1ccccc1)C(C)C	-12.1	-19.8	-5.9	-1.1	-0.4	1.6	3.6	-21.2

Individual results from the results shown:
Value for Cc1cc(SCc2ccccc2)nc(=O)[nH]1 in PfGluPho inh: -3.7
Value for N/C(=N\OC(=O)/C=C/c1ccccc1)c1ccc(Br)cc1 in SENP6 block: -13.1

One compound at a time (already shown):
CCOC(=O)/C(C#N)=C/c1c(N2CCN(Cc3ccc4c(c3)OCO4)CC2)nc2c(C)cccn2c1=O reads PfGluPho inh = 1.7; SENP7 inh = -2.5; HKDC1 inhibitor = -7.5; MPTP inh = 3.8; NR3A LBD binder = -2.5; SENP8 inh = -152.8; ATG4B inh = 27.6; SENP6 block = -8.5
Cc1nn(-c2ccccc2)c(C)c1NC(=O)COC(=O)[C@@H](NC(=O)c1ccccc1)C(C)C reads PfGluPho inh = -12.1; SENP7 inh = -19.8; HKDC1 inhibitor = -5.9; MPTP inh = -1.1; NR3A LBD binder = -0.4; SENP8 inh = 1.6; ATG4B inh = 3.6; SENP6 block = -21.2

Carrying on:
SMILES	PfGluPho inh	SENP7 inh	HKDC1 inhibitor	MPTP inh	NR3A LBD binder	SENP8 inh	ATG4B inh	SENP6 block
COc1cc(OC)cc(C(=O)NCC2CCCN(Cc3ccc(SC)cc3)C2)c1 (centres undefined)	-5.7	-3.7	-7.9	0.8	0.2	20.8	-6.8	3.6
O=C1c2ccccc2C(=O)C1c1ccc(Cl)cc1	10.2	0.4	3.3	-0.2	2.5	11.3	13.1	82.0*
CCN(CC)c1ccc(C(=O)N/N=C/c2ccc(N3CCOCC3)cc2)cc1	6.8	-4.6	-6.0	0.7	0.2	-350.5	-17.1	-7.9
CC1CCCCC1N=CC1=C(O)CC(C)(C)CC1=O (centres undefined)	-11.1	-4.9	-6.0	0.4	-0.4	5.4	0.2	4.5
CCC(=O)Nc1c(S(=O)(=O)c2ccc(C)cc2)c2nc3ccccc3nc2n1C(C)c1ccccc1 (centres undefined)	7.1	7.6	-2.4	-1.0	-3.5	-386.2	-14.9	-6.1
COC(=O)C(Cc1c[nH]c2ccccc12)NC(=O)C(C)C (centres undefined)	2.2	-0.8	-1.4	-1.3	0.0	14.7	-14.5	-17.6
CCOc1ccc(C2CC(c3ccc(OC)c(OC)c3)n3nc(N)nc3N2)cc1 (centres undefined)	14.0	-0.7	-2.1	-2.4	-4.3	-24.6	-6.8	4.5
COc1ccc(CCNC(=O)c2cccs2)cc1	-1.5	-12.6	-7.6	0.1	30.9*	8.3	2.7	7.3
N#C/C(=C\c1ccc(OCc2ccccc2)cc1)C(=O)Nc1ccc(C(=O)O)cc1	1.4	-5.1	5.5	/	0.5	/	-1.5	22.3
CCOC(=O)c1ccc(NC(=S)N2CCN(c3ccccn3)CC2)cc1	-1.3	7.2	-4.1	1.7	0.7	18.8	-4.1	15.2
S=C(S)OC1CC2CC1C1CCCC21 (centres undefined)	-22.5	/	-0.5	-1.1	0.6	5.9	-1.1	/
COC1OC2COC(c3ccccc3)OC2C(O)C1N (centres undefined)	-0.2	/	-7.8	-1.3	0.5	4.8	0.9	/
COc1ccc(-c2nc3cnccn3c2NC2CCCCC2)cc1-c1cccc(Cl)c1	20.6	3.4	5.0	-0.2&2.0	-7.3	-462.5	-5.5	8.4
